# HepG2 tox = qHTS for Inhibitors of TGF-b: Cytotox Counterscreen. HepG2 CAGA-GFP viability, ATP luminescence, 18 h. Potency, µM (series often up to 46.1 µM), inactives show top-dose activity change, negative = cytotoxicity, most hits filed as cytotoxic. hit rate 0.76% among 410,000; note: potency is the fitted concentration of half-maximal effect; some results filed as inactive show a strong effect at the top dose
#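 HepG2 CAGA-GFP cells (1000/well, DMEM with 1% FBS) received compound, then TGF-beta at 500 pg/mL final, and were incubated 18 hours at 37 degrees C. Viability was read by CellTiter-Glo luminescence. Media-only wells were set as complete cell-killing and DMSO as no toxicity.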
# Nrf2 inh = Nrf2 qHTS screen for inhibitors | AID 504444, 2011 | Potency, µM (doses to about 46 µM), without a hit: top-dose activity change, negative = inhibition, hits mostly inhibitors | A549 ARE-Fluc reporter, luciferase luminescence, 18-24 h | hit rate 2.1% among 360,000; note: potency is the fitted concentration of half-maximal effect; % is set by controls: 0 for no effect and ±100 for the full control effect; nearly all actives have a fitted effect of over 60% in size
#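 In this cell-based qHTS, ARE-driven firefly luciferase in A549 cells reports Nrf2 activity; the luminescent signal after BugLite lysis is the measured value, with a prior CellTiter-Fluor read for cell health.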
# TGFb inhibitor = qHTS for Inhibitors of TGF-b | hit rate 1.2% among 410,000 | AID 588855, 2011 | Potency, µM (top dose mostly 46.1 µM), for inactives: top-dose activity, negative = inhibition, usual class: inhibitors | HepG2 CAGA-GFP TGF-b/SMAD3 reporter, GFP fluorescence, 18 h; TGF-beta stimulated, 500 pg/mL final; note: potency is the fitted concentration of half-maximal effect; % is set by controls: 0 for no effect and ±100 for the full control effect; nearly all actives have a fitted effect of over 65% in size
#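 Cell-based qHTS in HEPG2 carrying a CAGA-GFP Smad reporter; compounds added before 500 pg/mL final TGF-beta, 18 h incubation at 37 degrees C, GFP fluorescence quantified per cell by imaging cytometry.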
# A549 tox = Nrf2 qHTS screen for inhibitors: counterscreen for cytotoxicity; A549 ARE-Fluc cells, CellTiter-Fluor viability, 18-24 h; Potency, µM (highest dose often 46 µM), inactives show at the top dose activity change, negative = cytotoxicity, most hits filed as inhibitors; hit rate 0.16% among 390,000; AID 504648, 2011; note: potency is the fitted concentration of half-maximal effect; % is set by controls: 0 for no effect and ±100 for the full control effect
#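 A549 ARE-Fluc cells in 5% FBS OPTI-MEM, 5000 cells/well, rested 2 h then exposed to compounds in concentration-response for 18-24 h at 37 °C. Viability by CellTiter-Fluor fluorescence (Ex 405/Em 525) after 30 min; luciferase luminescence (BugLite, 15 min, RT) read afterwards.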
# Nrf2 activator = qHTS of Nrf2 Activators | AREc32 ARE-luciferase reporter (MCF7-derived line), luminescence, 24 h | hit rate 0.31% among 410,000 | Potency, µM (highest dose often 46.1 µM), for inactives: at the top dose activation, most hits filed as activators; note: potency is the fitted concentration of half-maximal effect; % of control where 0% means no effect; nearly all actives have a fitted effect of over 65% in size
#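 ARE activation measured as luciferase luminescence (Steady-Glo, 30 min RT) in AREc32_Fluc cells after 24 hr compound exposure at 37 deg C, 5% CO2; cells seeded overnight at 1000/well in OPTI-MEM, 5% FBS.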
# ATXN2 expr inh = Primary qHTS for Inhibitors of ATXN expression. HEK-293 ATXN2-luciferase reporter, luminescence, 24 h. Potency, µM (highest dose often 57 µM), without a hit: top-dose activity change, negative = inhibition, usual class: inhibitors. hit rate 0.72% among 360,000; note: potency is the fitted concentration of half-maximal effect; % is set by controls: 0 for no effect and ±100 for the full control effect; nearly all actives have a fitted effect of over 55% in size
#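 qHTS (up to 57 uM final) was run with 24 h compound exposure of reporter cells at 37 °C. Each well was multiplexed: SteadyGlo luminescence measured ATXN2-luciferase expression after a fluorogenic Gly-Phe-AFC viability readout (25 uM final).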
# IL-1B inflam inh = qHTS for Inhibitors of Inflammasome Signaling: IL-1-beta AlphaLISA Primary Screen. THP-1 LPS/ATP IL-1B secretion, AlphaLISA, 16 h; active compounds read low. activity change, % at 57.5 µM. hit rate 4.7% among 360,000. AID 743279, 2014; in the data active = activity change below about -50%; inconclusive = mostly about -30% to -49%; note: % is set by controls: 0 for no effect and ±100 for the full control effect
#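 Secreted IL-1B measured by AlphaLISA bead assay after 16 h compound exposure of THP-1 cells; compounds (final up to 57.5 uM) added 1 h before LPS (250 ng/mL) and ATP (1.25 mM) stimulation; lower signal means less secretion.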
# MCF10A rerep = A quantitative high throughput screen for small molecules that induce DNA re-replication in MCF 10a normal breast cells; MCF 10A DNA re-replication, Hoechst nuclear intensity, 48 h; Potency, µM (doses to about 46.1 µM), without a hit: at the top dose activity, positive = re-replication, actives largely listed as activators; hit rate 2.9% among 350,000; AID 624296, 2012; note: potency is the fitted concentration of half-maximal effect; % of control where 0% means no effect; nearly all actives have a fitted effect of over 50% in size
# S2 tox = Viability Counterscreen for Primary qHTS for Inhibitors of ATXN expression. AID 651635, 2014. S2 cells (HEK-293 line with an ATXN2-luciferase reporter) viability, CellTiter-Fluor protease fluorescence, 24 h. hit rate 0.49% among 400,000. Potency, µM (series often up to 56.7 µM), usual class: cytotoxic; note: potency is the fitted concentration of half-maximal effect; nearly all actives have a fitted effect of over 40% in size
# * = called active by the depositor; i = inactive; ? = inconclusive; / = no result given; & = joins results of further samples; [ ] = remark or other dose. Unless noted, calls come from the whole dose curve; as a rule, active = well fitted curve in the direction sought with a large enough effect; inconclusive = small, poorly fitted or top-dose-only effect, or another doubt; inactive = no such curve, though single readings can be large; an effect the other way counts as inactive or inconclusive.
SMILES,HepG2 tox,Nrf2 inh,TGFb inhibitor,A549 tox,Nrf2 activator,ATXN2 expr inh,IL-1B inflam inh,MCF10A rerep,S2 tox
CCCNC(=O)C1(C)CCN(C(=O)Cc2ccc3ccccc3c2)C1 (stereo unspecified),-16%,/,3%,/,0.0%,-3%,0,/,i
CCCC1=C(C(=O)OCC)C(c2ccc(OC)c(C)c2OC)C(C#N)=C(N)O1 (stereo unspecified),-10%,-5%,-16%,-9%,1.1%,-10%,-5,13%,i
CCCC1(c2ccccc2)NC(=O)N(CC(=O)c2[nH]c(C)c(C(=O)OCC)c2C)C1=O (stereo unspecified),-4%,/,-10%,-16%,8.9%,-6%,-17,26%,i
CCC(c1nc2ccccc2[nH]1)N(CCCn1ccnc1)C(=O)c1ccc(C(F)(F)F)cc1 (stereo unspecified),-24%,/,-11%,/,-0.6%,7%,-1,/,?
ClCC1CSC(=NC23CC4CC(CC(C4)C2)C3)O1 (stereo unspecified),-18%,0%,?,19%,1.9%,-26%,27,18%,i
Cc1c(NC(C)C)c(=O)n(-c2ccccc2)n1C,-1%,-1%,32%[activator],2%,-0.4%,0%&0%,-3,-25%&6%,i
CC(C)C(=O)Nc1nnc(CCN2CCCCC2)s1,5%,1%,?,18%,0.1%,3%,-3,14%,i
CC(C)COc1ccc(C(=O)N2CCCCC2CCN2CCCCC2)cc1 (stereo unspecified),-5%,18%,2%,-5%,-0.9%,/,/,/,/
O=S(=O)(Cc1nnnn1-c1ccccc1)c1ccc(Cl)cc1,0%,-2%,-1%,0%,0.2%,-6%,i,-34%[inhibitor],i
CSc1nc(C=Nc2ccccc2Cl)c(O)n1Cc1cccc(Cl)c1,-2%,4%,-2%,-7%,0.4%,2%,13,-3%,i
O=C(C1CCOCC1)N1CCCC(N2CCN(c3ccc(F)cc3)CC2)C1 (stereo unspecified),-3%,-7%,-3%,10%,-0.6%,-5%,-3,-2%,i
CCCCOc1ccc(-c2nc(-c3cccnc3)no2)cc1,-5%,/,-5%,-4%,2.8%,59%[activator],-21,-4%,i
Cc1ccc(Cn2c(O)c(N=NC(=S)Nc3ccccc3F)c3cc(S(=O)(=O)N4CCOCC4)ccc32)cc1,-15%,1%,3%,-13%,0.3%,-10%,-12,-21%,i
CN1CCN(C(=O)C2=C[C@@H](c3ccc(Br)cc3)C[C@@H](OCc3ccc(CO)cc3)O2)CC1,-13%,9%,0%,-1%,1.2%,12%,-7,11%,i
CCN(C(=O)COC(=O)c1cc2ccccc2cc1O)C1CCS(=O)(=O)C1 (stereo unspecified),-3%,12%,-15%,-6%,0.1%,-7%,-1,1%,i
Cn1c(N)c(C(=O)COC(=O)COc2cccc(Br)c2)c(=O)n(C)c1=O,14%,?,14%,5%,-0.1%,6%,0,0%,i
O=S(=O)(NCC1COc2ccccc2O1)c1ccccc1F (stereo unspecified),-26%,-4%,-16%,0%,0.0%,/,1,-1%,i
O=C(NCCNCCO)C1(C(F)(F)F)C/C(=C\CCO)CCCO1 (stereo unspecified),-3%&10%,10%&14%,-10%&-2%,0%&0%,0.1%,13%,21,-5%,i
COc1ccc(OC)c(NC(=O)C2CC(=O)N(Cc3ccco3)C2)c1 (stereo unspecified),15%,8%,8%,0%,-0.5%,8%,-3,-1%,i
O=C(Cn1c(=S)[nH]c2ccccc21)c1ccccc1,-15%,-8%,-10%,6%,5.5%,6%,0,0%,i
COc1ccc(C(=O)NCc2cccnc2)cc1S(=O)(=O)N1CCOCC1,-11%,/,17%,-3%,-0.4%,12%,9,-11%,i
CCC(=O)N1Cc2cc(C(=O)NCC(F)(F)F)nc(-c3cccc(-c4cncnc4)c3)c2[C@@H]1CCO,/,/,/,/,-0.5%,-7%,-1,/,i
Cc1ccc(CNCCCn2cnc(C(=O)Nc3ccc(C)c(C)c3)n2)o1,-1%,13%,8%,-4%,1.0%,-5%,-22,-8%,i
CCOc1ccc(C(=O)NCCN2CCOCC2)cc1,12%,3%,?,0%,0.5%,8%,25,0%,i
Cc1cc(=O)[nH]c(SCC(=O)Nc2cccc(C(F)(F)F)c2)n1,-12%,-19%,20%,-8%,-0.1%,-8%,26,?,i
CCN(CC)CCn1c2ccccc2c2nc(C)sc21,-10%,-13%,4%,-11%,-0.3%,-12%,-10,4%,i
COc1ccc(C2C(C#N)=C(N)N(c3ncn[nH]3)C3=C2C(=O)CCC3)cc1 (stereo unspecified),-2%,-3%,25%,0%,0.1%,12%,20,0%,i
C=CCOc1ccc(/C=N/NC(=O)CN2CCOCC2)cc1OCC,3%,-1%,8%,-10%,0.5%,-5%,8,-1%,i
C=C1CCC[C@]2(C)C[C@H]3OC(=O)C(CNCC(C)C)[C@H]3CC12 (stereo partly specified),-81%,?,?,5%,21%,-11%,-69*,-10%,i
Cc1ccc(S(=O)(=O)NC(=O)NCc2ccccn2)cc1,-1%,-3%,0%,?,-0.4%,7%,8,3%,i
O=c1ccn(Cc2ccccc2)c(SCc2ccccc2)n1,-4%,3%,-26%,13%,0.1%,-11%,-14,5%,i
Cc1cc(C)n(Cc2ccc(C(=O)N/N=C/c3ccc(-c4ccc([N+](=O)[O-])cc4)o3)o2)n1,-44%,?,0%,-14%,6.0%,-25%,-1,?,?
CCOC1=C(C#N)CC2(CC1)c1ccccc1-c1ccccc12,1%,-15%,10%,1%,0.0%,?,-30,?,i
O=C(Cn1c(NCCO)nc2ccccc21)NCCc1ccc(F)cc1,-1%,/,12%,11%,-0.2%,9%,5,1%,i
Cc1cc(C)nc(/N=C(\N)Nc2cccc(OCc3ccccc3)c2)n1,-20%,20%,?,12%,-2.0%,/,-68*,13µM*,?
Cc1ccc(C(=O)NCC(c2ccco2)N2CCc3ccccc3C2)cc1 (stereo unspecified),3%,-9%,-19%,-8%,-0.4%,7%,-11,12%,i
Cc1nn(-c2ccccc2)c2nc3c(cc12)C(=O)CCC3,-14%,7%,-14%,25%,?,28%,-14,15%,i
CC(C)N(C(=S)Nc1cccc(S(=O)(=O)N(C)C)c1)c1ccccc1,1%,?,-14%,-1%,-0.1%,/,17,13%,i
O=C(CSc1nnc(CNC(=O)c2cccc(C(F)(F)F)c2)o1)NCC1CCCO1 (stereo unspecified),-3%,2%,-4%,-4%,0.0%,7%,i,2%,?
COc1ccccc1NC(=O)c1ccc(C)c(S(=O)(=O)N2CCCCC2)c1,-18%,?,0%,-15%,4.9%,12%,-19,?,i

# An excerpt from above in order of their number in IL-1B inflam inh, smallest number first.
SMILES	IL-1B inflam inh
CCC(c1nc2ccccc2[nH]1)N(CCCn1ccnc1)C(=O)c1ccc(C(F)(F)F)cc1 (stereo unspecified)	-1
O=S(=O)(NCC1COc2ccccc2O1)c1ccccc1F (stereo unspecified)	1
O=C(Cn1c(NCCO)nc2ccccc21)NCCc1ccc(F)cc1	5

# Next results
SMILES,HepG2 tox,Nrf2 inh,TGFb inhibitor,A549 tox,Nrf2 activator,ATXN2 expr inh,IL-1B inflam inh,MCF10A rerep,S2 tox
FC(F)(F)c1cccnc1Oc1ccc(C2=NCCS2)cc1,15%,-6%,8%,7%,6.1%,11%,67,?,i
Cc1ccccc1NC(=O)COC(=O)c1ccc(S(=O)(=O)N2CCCC2)cc1,1%,8%,-2%,1%,-1.2%,7%,15,0%,i
O=C(N/N=C/c1cn[nH]c1-c1ccc(Cl)cc1)c1ccc([N+](=O)[O-])cc1,8%,?,-13%,1%,-0.5%,-17%[11.3 µM],12,-11%,i
Oc1ccc(C=NCCc2ccccc2)cc1,3%,-11%,-10%,0%,0.4%,-2%,5,-10%,i
COC(=O)c1ccccc1NC(=O)Cn1cc(Br)cn1,-7%,4%,9%,2%,2.0%,-11%,-8,11%,i
COc1ccc(C2C3=C(CCCC3=O)N(CC(=O)O)C3=C2C(=O)CCC3)cc1,-2%,3%,21%,9%,-0.4%,/,-3,-14%,/
COc1ccc(-c2cc3ccccc3c(=O)o2)cc1,/,/,/,/,?,115%[activator],?,/,i
COc1ccc(N2C(=O)CC(NNc3ncc(Cl)cc3Cl)C2=O)cc1 (stereo unspecified),-21%,5%,0%,-8%,0.4%,-24%,18,25%,/
Cc1cccnc1N(C(=O)Nc1cccc(Cl)c1)C1=NCC(C)(C)S1,8%,16%,26%,3%,1.6%,22%,i,29%,i
CCC12CC3CC(C1)CC(C(=O)NNC(N)=O)(C3)C2,5%,-3%,3%,-15%,-0.8%,-1%,-8,14%,?
Cc1c(Cl)c(C(F)(F)F)nn1CC(=O)NCc1ccccc1,6%,14%,?,0%,0.0%,-2%,-25,-13%,i
O=c1cc(N2CCC3(CC2)OCCO3)[nH]c(=O)n1-c1ccc(Br)cc1,-4%,15%,3%,-1%,-1.0%,1%,8,-1%,i
O=C(Cn1c(=O)oc2ccccc21)N1CCCC1,3%,-1%,48%[activator],-2%,-0.2%,1%,-9,1%,i
CC1CCc2nc3ccc(S(=O)(=O)N4CCC(C(=O)NC(C)c5ccccc5)CC4)cc3c(C(=O)O)c2C1 (stereo unspecified),1%,16%,-3%,12%,-0.9%,5%,36,-1%,i
CN(/N=C/c1ccccc1O)C(=S)c1ccccc1,13%,7%,-12%,1%,7.3%,57%[activator],-10,0%,i
